Screening data (PubChem)
CRFBP-R2 agonist: CRF-BP/CRF-R2 complex agonism; HEK293 CRF-R2/CRF-BP, calcium dye fluorescence (FLIPR); percent of saturating CRF peptide response; 0.46% of 350,000 active; activation, % at 13.2 µM;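 active = activation of at least 50%, plus an integration ratio under a set limit after plate pattern correction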;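 also: plate controls were neutral control wells without compound for no effect and CRF at EC100 for full effect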
CHRM4 PAM: positive allosteric modulators of human muscarinic M4 receptor | AID 624126 | 0.4% of 360,000 active | CHO-K1 hM4/Gqi5, Fluo-8 calcium fluorescence, ACh EC20; 0% = ACh EC20, 100% = maximal ACh | activation, % at 3 µM | P08173;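 active = activation above its plate's cutoff, the mean activation of sample wells plus 3 SD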; also: some results filed as inactive read as strong as hits
CHRM5 agonist: agonists of human muscarinic M5 receptor (CHRM5). CHO-K1 hM5 cells, Fluo-8 calcium fluorescence; 0% DMSO wells, 100% maximal acetylcholine response. AID 624037. P08912. activation, % at 3 µM. 0.19% of 360,000 active;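 active = activation above the run's mean over test compounds plus 3 SD, cut at about 23% in these data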;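 also: signal is peak over basal fluorescence ratio across the kinetic read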
IDE inh: inhibits human insulin-degrading enzyme in HEK cells; P14735; FAbetaB cleavage, fluorescence polarization; inhibition, % at 5.59 µM; 0.41% of 320,000 active; AID 434962;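 active = percent inhibition above the average of all tested compounds plus 3 SD, set per screening campaign, cut at about 16% in these data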;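 also: IDE supplied by intact live HEK cells; FP after avidin binding of uncleaved biotin substrate so inhibition keeps polarization high; 0% = DMSO wells and 100% = 60 µM reference IDE inhibitor Ii1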
Target sequence (P14735 whole entry, looked up): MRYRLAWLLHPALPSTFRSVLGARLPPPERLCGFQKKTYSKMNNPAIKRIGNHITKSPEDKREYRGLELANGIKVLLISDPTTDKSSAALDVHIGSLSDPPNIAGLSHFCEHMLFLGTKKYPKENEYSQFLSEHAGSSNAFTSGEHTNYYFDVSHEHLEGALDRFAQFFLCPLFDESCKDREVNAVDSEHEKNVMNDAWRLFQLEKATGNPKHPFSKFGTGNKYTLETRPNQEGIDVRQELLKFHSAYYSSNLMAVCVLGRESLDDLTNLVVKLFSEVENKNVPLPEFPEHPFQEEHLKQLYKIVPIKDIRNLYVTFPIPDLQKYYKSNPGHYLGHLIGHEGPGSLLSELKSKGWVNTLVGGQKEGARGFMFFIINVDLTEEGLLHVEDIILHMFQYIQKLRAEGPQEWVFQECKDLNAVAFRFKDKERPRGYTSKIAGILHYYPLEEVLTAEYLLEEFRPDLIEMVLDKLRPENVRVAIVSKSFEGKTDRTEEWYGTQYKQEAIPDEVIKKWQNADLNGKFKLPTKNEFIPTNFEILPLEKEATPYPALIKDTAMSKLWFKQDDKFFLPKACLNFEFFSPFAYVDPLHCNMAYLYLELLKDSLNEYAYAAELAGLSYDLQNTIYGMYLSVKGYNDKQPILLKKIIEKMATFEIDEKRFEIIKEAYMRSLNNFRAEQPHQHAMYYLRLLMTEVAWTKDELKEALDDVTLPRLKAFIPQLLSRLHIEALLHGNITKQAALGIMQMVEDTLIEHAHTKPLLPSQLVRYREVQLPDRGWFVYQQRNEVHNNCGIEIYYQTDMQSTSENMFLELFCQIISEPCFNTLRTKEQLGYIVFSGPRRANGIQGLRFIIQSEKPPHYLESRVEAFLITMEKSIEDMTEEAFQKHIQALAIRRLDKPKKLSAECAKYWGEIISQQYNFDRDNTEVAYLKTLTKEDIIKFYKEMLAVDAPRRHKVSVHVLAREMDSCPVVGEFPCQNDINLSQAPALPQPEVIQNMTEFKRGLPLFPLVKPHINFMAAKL
CHRM4 agonist: agonists of human muscarinic M4 receptor (CHRM4) | P08173 | CHO-K1 hM4/Gqi5, Fluo-8 calcium fluorescence; vehicle 0%, full acetylcholine response 100% | activation, % at 3 µM | 0.14% of 360,000 active | AID 624127;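 active = activation above the run mean over all test wells plus 3 SD, cut at about 32% in these data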;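 also: peak over basal fluorescence ratio per well then scaled between controls; 0% = DMSO wells and 100% = acetylcholine at EC100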
M4 antag: blocks acetylcholine activation of human M4 receptor; P08173; CHO-hM4 cells, ACh EC80, Fluo-8 calcium fluorescence; inhibition, % at 3 µM; 0.73% of 360,000 active; AID 624125;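 active = inhibition above its plate's cutoff, the mean inhibition of sample wells plus 3 SD, cut at about 27% in these data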;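 also: 0% = acetylcholine EC80 with DMSO and 100% = DMSO without agonist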
M5 antag: blocks acetylcholine activation of human M5 receptor. P08912. CHO-hM5 cells, Fluo-8 calcium fluorescence, ACh EC80. inhibition, % at 3 µM. 0.59% of 360,000 active;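 active = inhibition above a per-plate cutoff, the mean of that plate's test compounds plus 3 SD, cut at about 27% in these data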;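 also: 0% = acetylcholine EC80 with DMSO and 100% = DMSO without agonist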
CHRM5 PAM: positive allosteric modulators of human muscarinic M5 receptor; P08912; CHO-K1 hM5, Fluo-8 calcium, ACh EC20 PAM; 0% = ACh EC20, 100% = ACh EC100; activation, % at 3 µM; 0.3% of 360,000 active; AID 624038;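 active = activation above the run cutoff, the mean activation of all test compounds plus 3 SD, cut at about 18% in these data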
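Assay system – human M5 receptor in CHO-K1 cells · Read-out – % activation, ACh-normalized · Technique – Fluo-8 calcium fluorescence · Dosing – single-point, 3 µM nominal · Incubation – Fluo-8 loading 80 min at 37 °C plus 30 min room temperature · Repeats – singlicate, one well per test compound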
CRFR2-BP antag: blocks CRF-induced signaling of the CRF-BP/CRF-R2 complex; inhibition, % at 11.8 µM; 0.59% of 350,000 active; HEK293 CRF-R2/CRF-BP, CRF-induced calcium fluorescence; AID 588475;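 active = inhibition of the ligand-induced calcium signal above about 50% at the single tested concentration, limit read from the data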
Starred values were filed as active, the others as inactive; . = no result given. Rows are unselected; 2.9% or so of the library scored in one or more.

SMILES	CRFBP-R2 agonist	CHRM4 PAM	CHRM5 agonist	IDE inh	CHRM4 agonist	M4 antag	M5 antag	CHRM5 PAM	CRFR2-BP antag
Cc1ccccc1NS(=O)(=O)c1ccc(OCC(=O)NCC2CCCO2)cc1 (stereo not given)	0.9	4	-3	2	2	-8	4	-5	-2
COc1ccc(/C=N/Nc2nc(Nc3ccccc3)nc(N3CCCCC3)n2)cc1OC	0.2	-9	-2	3	6	4	13	-12	3
COc1cc2c(c(OC)c1OC)-c1ccc(SC)c(=O)cc1C(NC(=O)C(F)(F)F)CC2 (stereo not given)	0.1	6	5	.	1	-11	7	-12	12
CCc1ccccc1NC(=S)N1CCNC(=O)C1CC(=O)OC (stereo not given)	-2.4	0	1	8	0	-1	-12	8	8
c1nnnn1C12CC3CC(CC(C3)C1)C2	3.0	10	1	-1	0	-1	-4	6	-3
CCc1cc2c(=O)c(-c3nc4ccccc4n3C)coc2c(CN2CCCCC2)c1O	-0.7	1	-2	.	2	-7	0	-7	10
CC(=O)C1=C(O)C(=O)N(C)C1c1ccccc1F (stereo not given)	-0.8	1	1	2	0	3	-6	4	-15
CC(C)N(Cc1ccccc1)C(=S)Nc1ccc(OC(F)F)cc1	-2.5	8	-2	1	6	-1	7	-6	21
O=C1c2ccccc2C(=O)N1CCc1nc(-c2ccc(Cl)cc2)no1	0.5	-15	0	8	9	-8	16	-12	4
COc1ccc(Cc2nnc3c4cnn(C)c4ncn23)cc1	5.7	4	1	7	1	-10	-1	-2	-10
O=C(O)CC1(CC(=O)NCc2ccc(Cl)cc2)CCCCC1	0.1	3	-1	0	2	0	7	2	12
Cc1nc2sc(C(=O)c3ccccc3)c(N)c2c(C)c1C	0.1	13	0	-6	69*	67*	-4	-2	11
COc1ccc(S(=O)(=O)NC(CC(=O)NCCc2ccc(OC)c(OC)c2)C(C)C)cc1 (stereo not given)	-4.6	4	3	-9	2	-3	-11	8	-1
Cc1ccc(S(=O)(=O)CCC(=O)OCC(=O)c2c(C)[nH]c3ccccc23)cc1	-1.7	-6	2	2	12	-16	-2	-14	-15
COc1cc2c(cc1OC)C(c1ccc(Br)cc1)NCC2 (stereo not given)	0.5	-3	0	-1	2	12	-1	8	-13
O=C(CCN1C(=O)C2C3C=CC(C3)C2C1=O)Oc1ccc2ccccc2c1 (stereo not given)	-1.0	0	4	3	6	-3	-11	1	10
O=C(CCc1ccccc1)Nc1ccccc1C(=O)N1CCOCC1	0.3	7	-2	8	2	-9	9	4	1
COCCCN1C(=O)C(=O)/C(=C(/O)c2ccc(OC(C)C)cc2)C1c1cccnc1 (stereo not given)	0.6	1	3	8	0	0	-3	0	-2
CC1(C)c2ccccc2-c2nc3ccccc3cc2C1N1CCOCC1 (stereo not given)	1.2	-6	4	.	-2	-2	-1	8	-15
O=C(COc1ccc2ccccc2c1)Nc1ccc(Cc2ccncc2)cc1	6.3	2	6	0	22	16	25	-22	5
O=c1[nH]cnc2c1c(-c1ccccc1)cn2-c1ccc(Br)cc1	2.0	-6	0	-3	1	5	5	-5	1
COc1ccc2c(CC(=O)Nc3ccccc3N3CCOCC3)coc2c1	-1.5	-5	-4	-6	1	-4	4	0	1
CC1CCN(c2nc3c(c(=O)n(C)c(=O)n3C)n2Cc2ccccc2)CC1	-9.1	-13	-3	-4	-1	9	6	-3	-27
COC(=O)CNC(=O)COC(=O)c1ccc(Cl)nc1	0.0	7	3	3	1	3	4	1	3
O=C(N/N=C\c1cccnc1)c1ccc(Br)s1	-0.5	-3	-6	.	0	-1	21	-7	-7
CC(C)CN(C(=O)c1cccc([N+](=O)[O-])c1)c1c(N)n(CC(C)C)c(=O)[nH]c1=O	1.8	5	-3	6	0	-2	7	-1	-7
COC(=O)C[C@H]1CC[C@@H](NC(=O)Nc2ccc(C(F)(F)F)cc2)[C@@H](CO)O1	.	-1	0	.	4	-4	-3	-4	.
CCOC(=O)c1cc(C#N)c(Oc2ccccc2)nc1-c1ccccc1	0.9	-5	-11	2	-2	-9	6	-14	15
Cc1ccc(/C=C/C(=O)Nc2nn[nH]n2)o1	1.5	-6	-1	-2	0	11	8	-4	5
Cc1cc(F)ccc1NS(=O)(=O)c1cccc2nsnc12	-1.3	-6	-9	-1	1	2	-4	-1	-2
Cc1ccc(CNCCC2=CCCCC2)cc1	-0.2	-3	-2	-2	7	-5	-3	-3	-41
O=C1C2C3c4ccccc4C(c4ccccc43)C2C(=O)N1Cc1cccnc1 (stereo not given)	-1.4	-1	-1	4	0	6	5	-1	-1
CCOc1ccccc1NC(=O)C1CCCN(C(=O)NCc2ccccc2)C1 (stereo not given)	-0.1	5	0	0	1	4	-7	5	2
COC(=O)c1cc(NC(=O)Nc2ccccc2OC)cc(C(=O)OC)c1	-0.2	27	-2	-2	7	6	5	-3	-18
O=C(Nc1nc2cc3c(cc2s1)OCO3)C1CC1	0.8	-3	2	1	0	-1	1	0	-11
Cc1ccccc1NC(=S)NCC(c1cccnc1)N(C)C (stereo not given)	0.7	-4	-3	-12	0	0	4	-2	1
O=C(Oc1cccc2cccnc12)c1cccs1	0.1	4	0	1	1	-7	0	-1	-2
O=C1CCCN1c1nccs1	2.8	-11	2	1	-1	10	9	9	-12
CCOC(=O)c1cnc(SCCc2ccccc2)nc1N	-1.1	35*	-5	-2	-3	2	-7	3	5
O=C(NC(=S)Nc1ccc(S(=O)(=O)Nc2ncccn2)cc1)c1cccc(Br)c1	0.9	-9	1	2	13	-4	18	-11	-32
COc1cc(CCC(=O)N2CC(C)OC(C)C2)cc(OC)c1OC (stereo not given)	0.1	2	0	0	0	-2	10	-9	9
COc1cc(OC)cc(C(=O)NCCSCc2ccc(Cl)cc2)c1	0.1	-7	2	12	6	-2	1	-8	2
Cc1ccc(C(=O)OCC(=O)Nc2ccc3c(c2)OCO3)c(O)c1	-0.6	-2	-1	3	2	6	10	-9	2
O=C(C[C@H]1C/C=C\CC[C@H](Cc2ccc(F)cc2)C(=O)OC[C@H]2CCCN2C1=O)NCCO	-1.7	13	2	0	2	-3	-7	15	-9
[O-][n+]1c2c(c3c4non(O)c4ccc31)CCCC2	85*	-6	4	0	14	-4	2	-8	53*
CCOc1cccc(C(=O)Nc2ccc(S(=O)(=O)Nc3cc(C)on3)cc2)c1	0.4	-13	-2	-4	2	21	14	-6	-4
Cc1cccc2c(=O)c(C(=O)N3CCCCCC3)c[nH]c12	4.9	-1	-2	7	0	-12	-2	6	-6
Fc1cccc(-c2cc3nc(-c4ccccc4)cc(N4CCC5(CC4)OCCO5)n3n2)c1	6.0	-8	0	-1	1	4	0	3	1
COc1ccccc1NC(=O)C(C)OC(=O)Cc1ccsc1 (stereo not given)	-1.2	9	1	.	0	-8	6	5	3
Cc1ccccc1-n1ccnc1SCC(=O)NCc1ccco1	0.1	-6	-4	-1	1	14	7	6	-8
Cc1ccc(NC(=O)c2ccc(CSc3nnc(C)s3)cc2)c(C)c1	-1.7	-1	-2	2	1	12	-4	-1	0
Cn1c(=O)c2c(nc(CN3CCN(c4ccccc4)CC3)n2Cc2ccccc2Cl)n(C)c1=O	-1.8	5	-2	.	0	-6	8	4	21
CCCCCCOC(=O)Cc1c(C)nc(N)[nH]c1=O	-1.1	8	-1	4	1	-3	4	4	-6
C=CCN1C(=O)C2(C(C#N)=C(N)Oc3n[nH]c(CCC)c32)c2ccccc21 (stereo not given)	0.0	-2	-7	4	0	4	6	-5	-18
CCC(C)NC(=O)c1csc2c1CCCCC2 (stereo not given)	-0.7	9	-3	-3	-3	-5	-2	2	11
CCOC(=O)c1sc(Nc2ccc(Br)cc2)nc1C	-0.5	6	-2	1	-1	-13	3	-1	-23
N#CC1(NC(=O)COC(=O)C2CCN(S(=O)(=O)c3ccc4c(c3)OCCO4)CC2)CCCCC1	-0.8	4	-3	.	3	3	6	-2	14
OCCNCc1cc(Br)ccc1OCc1ccc(F)cc1	1.4	8	-6	0	6	0	-2	-5	7
Cc1cc(C2C(=O)CC(=O)CC2c2ccccc2)on1 (stereo not given)	-1.2	5	-4	0	0	5	1	-5	-15
CC(=O)c1cccc(OCC(=O)Nc2cccc(C(=O)Nc3c(C)n(C)n(-c4ccccc4)c3=O)c2)c1	1.2	-5	4	-2	5	1	-5	-4	-2

Some of these compounds in order of length of the SMILES, high to low.
SMILES	CRFBP-R2 agonist	CHRM4 PAM	CHRM5 agonist	IDE inh	CHRM4 agonist	M4 antag	M5 antag	CHRM5 PAM	CRFR2-BP antag
CC(=O)c1cccc(OCC(=O)Nc2cccc(C(=O)Nc3c(C)n(C)n(-c4ccccc4)c3=O)c2)c1	1.2	-5	4	-2	5	1	-5	-4	-2
Cc1ccc(NC(=O)c2ccc(CSc3nnc(C)s3)cc2)c(C)c1	-1.7	-1	-2	2	1	12	-4	-1	0
CCCCCCOC(=O)Cc1c(C)nc(N)[nH]c1=O	-1.1	8	-1	4	1	-3	4	4	-6

Remaining list, next part
SMILES	CRFBP-R2 agonist	CHRM4 PAM	CHRM5 agonist	IDE inh	CHRM4 agonist	M4 antag	M5 antag	CHRM5 PAM	CRFR2-BP antag
Cc1cc2c(cc1C)NC(C)CC(=O)N2 (stereo not given)	5.5	4	3	.	0	-1	7	9	-14
Cc1ccc(-c2[nH]nc3c2C(c2cccnc2)C(C#N)=C(N)O3)cc1 (stereo not given)	-1.6	2	1	2	1	1	3	0	-29
COc1ccc(C(CNC(=O)CNC(=O)c2ccccc2Cl)N2CCCC2)cc1 (stereo not given)	0.7	-1	2	0	0	-1	0	-3	-3
COc1ccc(C)cc1-n1nnnc1SCc1csc(C)n1	-0.8	-1	-3	-4	0	8	7	-5	3
Cc1cc(/C=C2/NC(=O)N(c3ccccc3)C2=O)c(C)n1-c1cccnc1	-1.2	-10	0	2	2	6	-7	-3	-8
O=C(/C=C/c1c[nH]c2ccccc12)c1cccc2ccccc12	-0.8	-3	1	4	2	11	2	1	0
COc1ccc(Cl)cc1NS(=O)(=O)c1cccc(C(=O)NC2CCC(O)CC2)c1 (stereo not given)	0.5	3	1	7	1	-8	6	1	-1
COCCN(C(=S)Nc1cccc(C)c1C)C(C)c1ccco1 (stereo not given)	2.0	3	1	2	0	4	-1	7	-20
CCn1ccnc1CNC(=O)CC1C(=O)NCCN1CC(c1ccccc1)c1ccccc1 (stereo not given)	4.7	-1	-8	7	1	-8	-6	-15	2
Cc1ccc(NC(=O)COC(=O)c2cc(=O)c3ccccc3o2)c(Br)c1	-3.9	10	-1	1	0	-11	5	8	2
CCC1Oc2ccc(C)cc2N(CC(=O)N2CCN(c3ccc(F)cc3)CC2)C1=O (stereo not given)	1.7	-1	-2	4	6	-3	-5	-4	12
Cc1cc(C(=O)Nc2ccc3c(c2)CCC3)c2ccccc2n1	-0.7	-4	-2	4	2	-7	1	0	-1
O=[N+]([O-])c1ccc(-c2cn(-c3ccc(Cl)cc3)c(=S)[nH]2)cc1	-0.1	-3	0	7	-1	-4	0	-1	-14
